T cruzi growth: T. cruzi proliferation inhibition | T. cruzi beta-gal in NIH3T3, GalScreen luminescence, 90 h | inhibition, % at 8.34 µM | 5.9% of 77,000 active;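 active = mean inhibition above about 93%, with at least 55% of replicates each passing it, limit read from the data, passing the limit was not always enough; inconclusive = only one of those two conditions holds; inactive = neither condition holds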
Pf Dd2 growth: blocks growth of Plasmodium falciparum Dd2 parasites | P. falciparum Dd2 growth, SYBR Green, 72 h; stronger effect = lower value | activity change, % at 10 µM | 2.3% of 94,000 active | AID 1159554; in the data active = activity change below about -80%; inconclusive = no clear call, values can overlap the other calls
KDM4C inh: blocks human GASC-1 (KDM4C) demethylase activity. inhibition, % at 12.5 µM. GST-KDM4C 2-372, H3K9me3 peptide, LANCE TR-FRET. 0.15% of 96,000 active. Q9H3R0;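 active = mean replicate inhibition above about 25%, with at least 55% of replicates also reaching it, limit read from the data, passing the limit was not always enough; inconclusive = only one of those two conditions met; inactive = neither condition met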
Target sequence (Q9H3R0 2-372 limits assumed): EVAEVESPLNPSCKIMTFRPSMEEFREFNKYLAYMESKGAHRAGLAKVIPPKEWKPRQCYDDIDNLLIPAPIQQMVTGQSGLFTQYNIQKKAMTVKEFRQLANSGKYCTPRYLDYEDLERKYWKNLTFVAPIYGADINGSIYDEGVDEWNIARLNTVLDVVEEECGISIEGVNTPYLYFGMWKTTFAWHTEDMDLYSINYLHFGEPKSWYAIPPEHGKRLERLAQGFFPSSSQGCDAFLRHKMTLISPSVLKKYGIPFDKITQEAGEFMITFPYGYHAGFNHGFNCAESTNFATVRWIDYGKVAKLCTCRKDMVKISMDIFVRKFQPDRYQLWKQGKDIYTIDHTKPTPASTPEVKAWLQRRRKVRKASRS
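Test system – GST-tagged GASC-1 (JMJD2C) catalytic fragment, aa 2-372 · Medium – HEPES buffer, pH 7.5, plus ascorbate · Reagent – H3K9me3 peptide with Fe(II)/2OG · Compound – one test concentration per compound · Timing – 30 min reaction, 60 min detection, RT · Technique – TR-FRET with Eu antibody and ULight streptavidin, EDTA stop · Read-out basis – inhibition from TR-FRET ratio decrease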
C diff growth: C. difficile growth inhibition; Clostridium difficile clinical isolate growth, OD600, 24 h; stronger effect = lower value; growth activity, negative = inhibition, % at 16 µg/mL (by protocol); 0.25% of 86,000 active; AID 1259249;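 active = mean growth activity at or below -80% and every replicate also at or below -80%; inconclusive = mean at or below -80% but some replicate above -80%; inactive = mean growth activity above -80%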;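 also: 0% = DMSO wells and -100% = levofloxacin 16 µg/mL wells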
* = called active by the depositor; ? = inconclusive; . = not tested or not shown; & = joins results of further samples; ! = not confirmed by another sample.

SMILES	T cruzi growth	Pf Dd2 growth	KDM4C inh	C diff growth
CNC(=O)C[C@@H]1CC[C@H]2[C@@H](COc3ccc(NC(=O)c4cc(C)on4)cc3C(=O)N2C)O1	37	-12	-0.5	-2
CC(C)OC(=O)N(C)C[C@@H]1OCc2cnnn2CCCC(=O)N([C@H](C)CO)C[C@H]1C	-4&-11	-38&17	-1.0	.
CCCN(C)C[C@@H]1OCCCC[C@@H](C)Oc2ccc(NC(=O)CCC(F)(F)F)cc2C(=O)N([C@H](C)CO)C[C@@H]1C	-11	.	-0.6	2
C/C=C/c1cnc2c(c1)C(=O)N([C@H](C)CO)C[C@H](C)[C@H](CN(C)Cc1cccc(C(=O)O)c1)O2	.	0	-0.7	.
COc1cccc(S(=O)(=O)N2CCCCN3[C@H](C2)[C@@H](c2ccc(-c4cncnc4)cc2)[C@@H]3CO)c1	56	-18	0.7	0
CCCNC(=O)Nc1ccc2c(c1)C(=O)N(C)C[C@H](OC)[C@@H](C)CN(C)[C@@H](C)CO2	27	14	-0.4	-3
C[C@@H]1CN([C@H](C)CO)C(=O)c2cc(NS(C)(=O)=O)ccc2O[C@H]1CN(C)Cc1ccc2c(c1)OCO2	10	12	-0.9	1
C[C@@H]1CCCCO[C@@H](CN(C)S(=O)(=O)c2ccccc2)[C@H](C)CN([C@H](C)CO)C(=O)c2cc(NC(=O)CCCN(C)C)ccc2O1	-4	-62	4.8	-4
C[C@H](CO)N1C[C@H](C)[C@@H](CN(C)C(=O)CN2CCOCC2)Oc2ncc(-c3cncnc3)cc2C1=O	?	-16&30	1.2	0&-3
COc1cccc(CN2CC3(CN(S(C)(=O)=O)C3)c3c(n(C)c4cc(OC)ccc34)[C@H]2CO)c1	.	-38	-0.9	-1
CN(C)C(=O)C[C@@H]1CC[C@H]2[C@@H](COC[C@@H](O)CN2C(=O)C2CC2)O1	-9	6	0.7	-4
COCC(=O)N1CC(=O)N2[C@@H](CO)[C@@H](c3ccc(C#CC4CCCCC4)cc3)[C@@H]2C1	.	-29	0.0	-12
O=C(C1CCC1)N1CC2(C1)[C@@H](c1ccccc1)[C@@H](CO)N2Cc1ccc(Cl)cc1	.	-22	0.0	9
C[C@@H]1CCCCO[C@@H](CN(C)Cc2ccc3c(c2)OCO3)[C@@H](C)CN([C@@H](C)CO)C(=O)c2cc(NS(=O)(=O)c3ccc(F)cc3)ccc2O1	115*	-36	-0.1	.
CO[C@@H]1CN(C)C(=O)c2cc(NC(=O)Nc3cccc(F)c3)ccc2OC[C@@H](C)N(C(=O)Nc2cccc(F)c2)C[C@H]1C	65	-48	-1.1	.

Nothing new here: entries from further up.
SMILES	T cruzi growth	Pf Dd2 growth	KDM4C inh	C diff growth
CNC(=O)C[C@@H]1CC[C@H]2[C@@H](COc3ccc(NC(=O)c4cc(C)on4)cc3C(=O)N2C)O1	37	-12	-0.5	-2
CC(C)OC(=O)N(C)C[C@@H]1OCc2cnnn2CCCC(=O)N([C@H](C)CO)C[C@H]1C	-4&-11	-38&17	-1.0	.
CCCN(C)C[C@@H]1OCCCC[C@@H](C)Oc2ccc(NC(=O)CCC(F)(F)F)cc2C(=O)N([C@H](C)CO)C[C@@H]1C	-11	.	-0.6	2
C/C=C/c1cnc2c(c1)C(=O)N([C@H](C)CO)C[C@H](C)[C@H](CN(C)Cc1cccc(C(=O)O)c1)O2	.	0	-0.7	.
COc1cccc(S(=O)(=O)N2CCCCN3[C@H](C2)[C@@H](c2ccc(-c4cncnc4)cc2)[C@@H]3CO)c1	56	-18	0.7	0
CCCNC(=O)Nc1ccc2c(c1)C(=O)N(C)C[C@H](OC)[C@@H](C)CN(C)[C@@H](C)CO2	27	14	-0.4	-3

Continued:
SMILES	T cruzi growth	Pf Dd2 growth	KDM4C inh	C diff growth
C[C@H](CO)N1C[C@H](C)[C@@H](CN(C)S(C)(=O)=O)Oc2ccc(NC(=O)CCC(F)(F)F)cc2CC1=O	-19	8	0.4	-3
CCCNC(=O)Nc1ccc2c(c1)C(=O)N(C)[C@@H]1CC[C@H](CC(=O)NCc3ccccc3)O[C@@H]1CO2	-29	-17	0.4	-6
Cc1noc(C)c1NC(=O)N(C)C[C@@H]1Oc2c(NC(=O)c3cnccn3)cccc2C(=O)N([C@H](C)CO)C[C@@H]1C	88	9	1.1	-5
CCNC(=O)C[C@H]1CC[C@H]2[C@@H](COC[C@@H](O)CN2C(=O)Nc2ccc(C(F)(F)F)cc2)O1	-5	-9	-1.0	-102*!
C[C@@H]1CN([C@@H](C)CO)C(=O)c2cc(NC(=O)CCCN(C)C)ccc2O[C@@H](C)CCCCO[C@@H]1CN(C)Cc1ccc(C(F)(F)F)cc1	-70	-80	0.0	1
COCC#Cc1cnc2c(c1)C(=O)N([C@@H](C)CO)C[C@@H](C)[C@H](CN(C)C)O2	5	38	-0.9	-1
CCCNC(=O)N(C)C[C@@H]1Oc2ncc(Br)cc2C(=O)N([C@H](C)CO)C[C@@H]1C	58	18&-5	8.1	0&0
CCC(=O)N1C[C@@H](O)COC[C@@H]2O[C@H](CC(=O)NCc3cc(F)cc(F)c3)CC[C@H]21	12	15	0.8	0&-4
CO[C@@H]1CN(C)C(=O)c2cc(NC(=O)c3ccc(F)cc3)ccc2OC[C@H](C)N(C(=O)CC2CC2)C[C@H]1C	-2	.	-1.7	.
O=C(Nc1ccc(Cl)c(Cl)c1)N[C@@H]1CC[C@@H](CCNC(=O)c2ccc(F)cc2)O[C@H]1CO	-76	-17	-0.6	.
CCNC(=O)C[C@H]1CC[C@@H]2[C@H](COC[C@H](O)CN2C(=O)Nc2ccc(Cl)c(Cl)c2)O1	-7	9	0.2	.
Cc1ccc(S(=O)(=O)N(C)C[C@@H]2Oc3ccc(NC(=O)Nc4ccc(F)cc4)cc3C(=O)N([C@H](C)CO)C[C@@H]2C)cc1	78	-23	-5.4	4
C[C@H]1CN([C@@H](C)CO)C(=O)c2cc(C#CCN(C)C)cnc2O[C@@H]1CN(C)C(=O)c1cccc(F)c1	16	11	3.7	-3
C[C@@H]1CN([C@@H](C)CO)C(=O)Cc2cc(NS(=O)(=O)c3ccccc3)ccc2O[C@@H]1CN(C)Cc1ccc(C(F)(F)F)cc1	.	16	-0.1	0
COc1ccc(NC(=O)N(C)C[C@@H]2Oc3c(NC(=O)Nc4cccc5ccccc45)cccc3C(=O)N([C@H](C)CO)C[C@H]2C)cc1	52	-17	14	3
CC(C)NC(=O)Nc1ccc2c(c1)C(=O)N([C@@H](C)CO)C[C@@H](C)[C@H](CN(C)C(=O)c1ccncc1)OCCCC[C@@H](C)O2	-2	30	-0.2	-3
O=C(C[C@H]1C[C@H]2c3cc(NC(=O)C4CCOCC4)ccc3O[C@H]2[C@@H](CO)O1)NCc1ccc(Cl)cc1	29	2	-3.3	1
CO[C@H](CN(C)C(=O)c1ccccc1F)[C@@H](C)CN([C@@H](C)CO)S(=O)(=O)c1ccccc1	10	21	1.3	.
COc1ccc(-c2ccccc2[C@H]2[C@@H](CO)N(C(=O)c3cccnc3)[C@H]2C#N)cc1	.	26	-1.8	1
COc1ccccc1C#Cc1ccc2c(c1)[C@H]1[C@H](CCN1S(=O)(=O)c1ccccc1)[C@H](CO)N2	89	-67	-5.3	-2
O=C(C[C@@H]1CC[C@@H]2[C@H](COC[C@H](O)CN2Cc2ccc(F)cc2)O1)N1CCc2ccccc2C1	73	-25	1.8	10
COc1cccc(-c2ccc3c(c2)[C@H]2[C@H](CCN2S(=O)(=O)c2cn(C)cn2)[C@@H](CO)N3)c1	65	-20	-1.5	3
CCCNC(=O)N1C[C@H](C)[C@H](OC)CN(C)C(=O)c2cc(NC(C)=O)ccc2OC[C@@H]1C	5	30	-1.7	1
CS(=O)(=O)N[C@@H]1C[C@@H]2O[C@H](CO)CC[C@@H]2O[C@@H]1CCc1ccc(-c2ccccc2F)cc1	.	-7	.	-5
C[C@@H]1CCCCO[C@H](CN(C)Cc2ccc(C(=O)O)cc2)[C@H](C)CN([C@H](C)CO)C(=O)c2cc(NC(=O)c3ccccc3)ccc2O1	7	10	0.1	-1
CC(C)NC(=O)N1CC(=O)N2[C@H](CO)[C@H](c3ccc(/C=C/c4ccccc4)cc3)[C@@H]2C1	.	-53	-0.4	-6
C[C@H]1CN([C@@H](C)CO)C(=O)c2cccc(NC(=O)c3cnccn3)c2O[C@H]1CN(C)S(=O)(=O)c1ccc(Cl)cc1	-31	-11	-1.3	6
CCC(=O)N1C[C@@H]2[C@H](c3ccccc31)[C@H](CO)N2Cc1ccccc1OC	-5	-71	-0.5	-2
COc1ccc(S(=O)(=O)Nc2ccc3c(c2)C(=O)N([C@H](C)CO)C[C@@H](C)[C@H](CN(C)S(=O)(=O)c2ccc(Cl)cc2)O3)cc1	17	-44	-0.3	35
CS(=O)(=O)Nc1ccc2c(c1)[C@@H]1C[C@@H](CC(=O)NCCc3ccccc3)O[C@@H](CO)[C@@H]1O2	28	16	0.9	-3
C[C@H]1CN([C@@H](C)CO)C(=O)Cc2cc(NC(=O)CCN3CCOCC3)ccc2O[C@@H]1CN(C)Cc1ccc(C(F)(F)F)cc1	37	-38	13	-4
Cn1cnc(S(=O)(=O)N2C[C@H](O)COC[C@@H]3O[C@H](CC(=O)NCc4ccc(F)cc4)CC[C@H]32)c1	47	4	-0.2	.
Cc1noc(C)c1S(=O)(=O)Nc1ccc2c(c1)C(=O)N([C@H](C)CO)C[C@H](C)[C@H](CN(C)C(=O)Nc1cccc3ccccc13)OCCCC[C@H](C)O2	73	-50	-7.4	21
Cc1noc(C)c1NC(=O)N(C)C[C@H]1OCCCC[C@@H](C)Oc2ccc(N(C)C)cc2C(=O)N([C@@H](C)CO)C[C@@H]1C	58	6	11	3
C[C@@H]1CN([C@H](C)CO)S(=O)(=O)c2ccc(C#CC3CCCCC3)cc2O[C@H]1CN(C)C(=O)Cc1ccncc1	92&93	-54&-72	-0.2	.
